High-throughput results: PubChem, Fisher Drug Discovery Resource Center
hcGAS inh: blocks human cGAS activity; inhibition, % at 12.5 µM; actives 0.081% (n = 290,000); recombinant h-cGAS, ATP depletion, Kinase-Glo luminescence; Q8N884;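 note: 0% = vehicle reaction and 100% = reaction without DNA for no activity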
Target sequence (Q8N884 whole entry, looked up): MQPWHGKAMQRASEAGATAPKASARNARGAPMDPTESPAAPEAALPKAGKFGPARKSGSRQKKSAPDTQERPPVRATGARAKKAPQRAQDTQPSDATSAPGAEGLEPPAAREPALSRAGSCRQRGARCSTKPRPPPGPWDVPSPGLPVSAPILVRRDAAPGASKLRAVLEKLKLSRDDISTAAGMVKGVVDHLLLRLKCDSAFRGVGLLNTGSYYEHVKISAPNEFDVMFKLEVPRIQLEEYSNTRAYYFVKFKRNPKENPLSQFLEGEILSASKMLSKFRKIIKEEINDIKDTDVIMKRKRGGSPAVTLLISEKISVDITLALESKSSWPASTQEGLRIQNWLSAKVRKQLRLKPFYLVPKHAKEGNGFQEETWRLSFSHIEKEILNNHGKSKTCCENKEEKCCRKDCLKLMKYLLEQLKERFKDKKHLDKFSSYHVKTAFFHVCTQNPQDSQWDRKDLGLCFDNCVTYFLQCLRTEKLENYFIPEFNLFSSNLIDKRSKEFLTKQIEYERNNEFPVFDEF
NPYLR7 ag: activates Aedes aegypti NPYLR7 receptor; HEK293T NPYLR7/Galpha15, GCaMP6s calcium fluorescence; activation, % at 10 µM; actives 0.15% (n = 270,000); AID 1259423; in the data active = activation above about 40%;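 note: 0% = vehicle and 100% = reference agonist at the receptor; some compounds past the cut are filed as inactive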
mcGAS lum: blocks mouse cGAS activity | Q8C6L5 | recombinant cGAS, Kinase-Glo ATP depletion luminescence | AID 1259399 | actives 0.15% (n = 160,000) | inhibition, % at 12.5 µM;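 note: 0% = negative control wells and 100% = reference inhibitor with no enzyme activity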
* = called active by the depositor; & = joins results of further samples. Cut-off read from the data, not from the text of the source, unless noted: active = inhibition above about 40%; inactive = the rest.

Results for CC1(C)O[C@@H]2C[C@@](OCc3ccc(F)cc3)(C(=O)NCCN3CCOCC3)CC(OCc3cccc(OC(F)(F)F)c3)[C@@H]2O1 (stereo partly drawn) ?
hcGAS inh: -9; NPYLR7 ag: 8; mcGAS lum: -5

How did CCCCCCCCCCCCCC(=O)N1CCN(Cc2cc(=O)c(OCc3ccc(C(C)(C)C)cc3)co2)CC1 do in these assays?
hcGAS inh: -7; NPYLR7 ag: 29; mcGAS lum: -6

What do the screens show for `O=C1CC(c2ccccc2)Oc2c(Cl)cc(Cl)cc21` (stereo not drawn)?
hcGAS inh: -11; NPYLR7 ag: 24

What do the screens show for `CCOC(=O)c1c(C)nn(-c2ccc(C(=O)NC3CCCCC3)cc2)c1C`?
hcGAS inh: -2; NPYLR7 ag: -17; mcGAS lum: 0

How did Cc1nonc1OCCCNc1cc(N2CCCCC2)ccc1[N+](=O)[O-] do in these assays?
hcGAS inh: -6; NPYLR7 ag: -9; mcGAS lum: -9

How did CN(Cc1ccccc1)C1(C(=O)NCCc2ccncc2)Cc2ccccc2C1 do in these assays?
hcGAS inh: -6; NPYLR7 ag: -6; mcGAS lum: -11

How did COc1ccc2c(c1)C(C(=O)N1CCN(CC(=O)OC(C)(C)C)CC1)=CC(C)(C)O2 do in these assays?
hcGAS inh: 5; NPYLR7 ag: 5; mcGAS lum: -5

How did CC(=O)c1cccc(Nc2nccc3c2cc(-c2ccc(C(=O)N(C)C)cc2)n3C)c1 do in these assays?
hcGAS inh: -4; NPYLR7 ag: 1; mcGAS lum: -6

How did Cc1cccc(Cn2c3c(c(C)c2C(=O)Nc2ccc4c(c2)OCO4)CCCC3)c1 do in these assays?
hcGAS inh: -1; NPYLR7 ag: 21; mcGAS lum: -3

What do the screens show for `CC1CC(C)CN(Cc2nc3c(c(=O)n(C)c(=O)n3C)n2CCc2ccccc2)C1` (stereo not drawn)?
hcGAS inh: -4; NPYLR7 ag: 7; mcGAS lum: -9

How did O=C(NCCNC(=O)[C@H]1CCCN1C(=O)C12CC3CC(CC(C3)C1)C2)c1ccc(F)cc1 do in these assays?
hcGAS inh: 2; NPYLR7 ag: 1; mcGAS lum: 1

How did CCCCc1nc(N2CCN(Cc3cccc([N+](=O)[O-])c3)CC2)c2c(C)nn(-c3ccccc3)c2n1 do in these assays?
hcGAS inh: 0; NPYLR7 ag: -9; mcGAS lum: -4

How did O=C(CSc1nnc(CNC(=O)c2ccco2)o1)NCC1CCCO1 (stereo not drawn) do in these assays?
hcGAS inh: -10; NPYLR7 ag: 10

Results for COc1cccc(C(=O)N(CCN2CCOCC2)Cc2c(-c3ccccc3)noc2N2CCCCC2C)c1 (stereo not drawn) ?
hcGAS inh: -2; NPYLR7 ag: -3; mcGAS lum: -5

Results for O=C(NC1COC2(CCCC2)C1)c1cccc(=O)[nH]1 (stereo not drawn) ?
hcGAS inh: -4; NPYLR7 ag: -1

Results for CC(C)c1cc(C(=O)N2CCCN(C)C3(CCN(C)CC3)C2)n[nH]1 ?
hcGAS inh: -3; NPYLR7 ag: 3; mcGAS lum: -15

Results for CCOc1ccccc1CCCNc1nc(C)nc2c1CCNC2 ?
hcGAS inh: -7; NPYLR7 ag: 3; mcGAS lum: -8

How did CC(C)NC(=S)NN=C1CCC(C(C)(C)C)CC1 (stereo not drawn) do in these assays?
hcGAS inh: -3; NPYLR7 ag: 2

How did CCS(=O)(=O)c1ccc2oc(-c3ccc(Cl)c(NC(=O)c4ccccc4OC)c3)nc2c1 do in these assays?
hcGAS inh: 0; NPYLR7 ag: 0; mcGAS lum: -3

How did O=C(Cn1nc(-c2ccco2)c2sc(N3CCOCC3)nc2c1=O)c1ccccc1 do in these assays?
hcGAS inh: -12; NPYLR7 ag: -2; mcGAS lum: -9

What do the screens show for `C(=C\c1ccnc2n[nH]c(-c3ccc4c(c3)OCO4)c12)/c1ccccc1`?
hcGAS inh: -8; NPYLR7 ag: 3; mcGAS lum: -5

What do the screens show for `CC(=O)c1ccc(NC(=O)Cn2nc(C3CCCN(S(C)(=O)=O)C3)n(C)c2=O)cc1` (stereo not drawn)?
hcGAS inh: -5; NPYLR7 ag: -4; mcGAS lum: -8

How did CCOC(=O)Cn1c(=O)c2c(nc3n2CC(C)CN3c2ccccc2OC)n(C)c1=O (stereo not drawn) do in these assays?
hcGAS inh: -13; NPYLR7 ag: -3

Results for Cc1ccc(N2CC(C(=O)Nn3cnc4c(cnn4C(C)(C)C)c3=O)CC2=O)cc1 (stereo not drawn) ?
hcGAS inh: -9; NPYLR7 ag: 3

How did Cc1cc(N)n(C(C)(C)C)n1 do in these assays?
hcGAS inh: -8; NPYLR7 ag: 1; mcGAS lum: -6

What do the screens show for `Cc1nc(C(C)n2ccnc2-c2ccc(CO)o2)cs1` (stereo not drawn)?
hcGAS inh: -5; NPYLR7 ag: -1; mcGAS lum: -2

What do the screens show for `Cc1nn(-c2ccccc2)c(C)c1C(=O)NCc1cccnc1`?
hcGAS inh: 1; NPYLR7 ag: 3; mcGAS lum: -4

Results for Cc1nc2ncnn2c2c1C(=O)NN=CC2 ?
hcGAS inh: 0; NPYLR7 ag: 5

What do the screens show for `CCn1nc(C)c(CNC(=O)CC2C(=O)NCCN2Cc2cccc(F)c2F)c1C` (stereo not drawn)?
hcGAS inh: -4; NPYLR7 ag: -6

How did CC1(C)C2CCC1(CS(=O)(=O)NC1CCCC1)C(=O)C2 (stereo not drawn) do in these assays?
hcGAS inh: -8; NPYLR7 ag: 20

Results for CCOCCNC(=O)c1ccc(-n2nc(C(=O)OCC)cc2-c2ccc(C)c(C)c2)cc1 ?
hcGAS inh: -4; NPYLR7 ag: -1; mcGAS lum: -7

How did CCCCN(C)c1ncc(Cl)c(C(=O)Nc2cccc(N3CCCNC3=O)c2)n1 do in these assays?
hcGAS inh: -7; NPYLR7 ag: 1

What do the screens show for `Cc1ccccc1-n1nc(C(C)C)c(C(=O)NCC2CCCO2)c1C(C)C` (stereo not drawn)?
hcGAS inh: -5; NPYLR7 ag: 14; mcGAS lum: -3

Results for Cn1c(=O)[nH]c(=O)c2c1nc(CN1CCN(Cc3ccccc3)CC1)n2CCc1ccccc1 ?
hcGAS inh: -2; NPYLR7 ag: -8

What do the screens show for `COc1cc2[nH]c(=O)c(CN(C)CCO)cc2c(OC)c1OC`?
hcGAS inh: -5; mcGAS lum: -14

What do the screens show for `Cc1nc(-c2cccc(C(=O)NC(C)CS(C)(=O)=O)c2)cs1` (stereo not drawn)?
hcGAS inh: -9; NPYLR7 ag: 2

What do the screens show for `CC(C(=O)N1CCCCCC1)S(=O)(=O)C(C)c1c(F)cccc1F` (stereo not drawn)?
hcGAS inh: -11; NPYLR7 ag: 9

Results for CCOCCCn1c(SCc2cccc(Cl)c2)nc2cc(S(=O)(=O)N3CCCC(C)C3)ccc21 (stereo not drawn) ?
hcGAS inh: -11; NPYLR7 ag: 16; mcGAS lum: -4

How did Oc1ccc(N=Nc2ccc3c(c2)OCCO3)c2ncccc12 do in these assays?
hcGAS inh: -8; NPYLR7 ag: -1

How did Cc1onc(-c2ccccc2Cl)c1C(=O)NCCCN1CCCC1=O do in these assays?
hcGAS inh: -6; NPYLR7 ag: -7; mcGAS lum: -3

Arranged by length of the SMILES (low to high): 12 of the compounds above.
How did Cc1cc(N)n(C(C)(C)C)n1 do in these assays?
hcGAS inh: -8; NPYLR7 ag: 1; mcGAS lum: -6

Results for Cc1nc2ncnn2c2c1C(=O)NN=CC2 ?
hcGAS inh: 0; NPYLR7 ag: 5

How did Oc1ccc(N=Nc2ccc3c(c2)OCCO3)c2ncccc12 do in these assays?
hcGAS inh: -8; NPYLR7 ag: -1

What do the screens show for `Cc1nn(-c2ccccc2)c(C)c1C(=O)NCc1cccnc1`?
hcGAS inh: 1; NPYLR7 ag: 3; mcGAS lum: -4

How did CC1(C)C2CCC1(CS(=O)(=O)NC1CCCC1)C(=O)C2 (stereo not drawn) do in these assays?
hcGAS inh: -8; NPYLR7 ag: 20

What do the screens show for `Cc1nc(-c2cccc(C(=O)NC(C)CS(C)(=O)=O)c2)cs1` (stereo not drawn)?
hcGAS inh: -9; NPYLR7 ag: 2

What do the screens show for `CC(C(=O)N1CCCCCC1)S(=O)(=O)C(C)c1c(F)cccc1F` (stereo not drawn)?
hcGAS inh: -11; NPYLR7 ag: 9

What do the screens show for `Cc1ccccc1-n1nc(C(C)C)c(C(=O)NCC2CCCO2)c1C(C)C` (stereo not drawn)?
hcGAS inh: -5; NPYLR7 ag: 14; mcGAS lum: -3

How did CCCCN(C)c1ncc(Cl)c(C(=O)Nc2cccc(N3CCCNC3=O)c2)n1 do in these assays?
hcGAS inh: -7; NPYLR7 ag: 1

What do the screens show for `C(=C\c1ccnc2n[nH]c(-c3ccc4c(c3)OCO4)c12)/c1ccccc1`?
hcGAS inh: -8; NPYLR7 ag: 3; mcGAS lum: -5

How did CCOC(=O)Cn1c(=O)c2c(nc3n2CC(C)CN3c2ccccc2OC)n(C)c1=O (stereo not drawn) do in these assays?
hcGAS inh: -13; NPYLR7 ag: -3

Results for Cc1ccc(N2CC(C(=O)Nn3cnc4c(cnn4C(C)(C)C)c3=O)CC2=O)cc1 (stereo not drawn) ?
hcGAS inh: -9; NPYLR7 ag: 3

Following part:
Results for Cc1nnc(SCCCn2c(N3CCN(c4ccccc4)CC3)nc3c2c(=O)[nH]c(=O)n3C)s1 ?
hcGAS inh: 7; NPYLR7 ag: 0

Results for CCC1=NOC(C(=O)NCc2cccnc2N2CCc3ccccc3C2)C1 (stereo not drawn) ?
hcGAS inh: -8; NPYLR7 ag: 2

What do the screens show for `Cc1[nH]c(=S)[nH]c(=O)c1CCC(=O)NCCc1c[nH]c2ccccc12`?
hcGAS inh: -6; NPYLR7 ag: 4

How did O=C(NCc1ccccc1)Nc1ccc(N2CCCC2)c(C(=O)NCc2ccccc2)c1 do in these assays?
hcGAS inh: -2&-7; NPYLR7 ag: 7&28; mcGAS lum: -9&-7

What do the screens show for `CC(=O)c1ccc(-n2c(-c3cc(-c4ccsc4)n[nH]3)n[nH]c2=S)cc1`?
hcGAS inh: -1; NPYLR7 ag: -14; mcGAS lum: -6

Results for Oc1[nH]c2ccc(Br)cc2c1N=NC(=S)NCC1CCCO1 (stereo not drawn) ?
hcGAS inh: -5; NPYLR7 ag: 0; mcGAS lum: -4

How did CCOC(=O)c1cc(-c2ccc(Cl)cc2)n(-c2ccc(C(=O)N3CCCCC3CC)cc2)n1 (stereo not drawn) do in these assays?
hcGAS inh: -4; NPYLR7 ag: 2; mcGAS lum: -5

How did CC(C)c1nccn1CCCNC(=O)c1ccc(-c2cccc3cccnc23)nc1 do in these assays?
hcGAS inh: -5; NPYLR7 ag: 14

How did CC(C)N1CCC(CN2CCC(Cc3nnc(CO)n3C)CC2)CC1 do in these assays?
hcGAS inh: -6; mcGAS lum: -10

What do the screens show for `Cc1ccccc1CC(=O)N1CCOC(COc2ccc3c(c2)CCCC3)C1` (stereo not drawn)?
hcGAS inh: -8; NPYLR7 ag: 13; mcGAS lum: -6

Results for c1ccc(-c2nnc(CSc3nnnn3C3CCCC3)o2)cc1 ?
hcGAS inh: 2; NPYLR7 ag: 2

What do the screens show for `Cc1nc(NCCNS(=O)(=O)c2ccc(F)cc2)cc(-n2cccn2)n1`?
hcGAS inh: -7; NPYLR7 ag: -7; mcGAS lum: -7

What do the screens show for `CNc1cnc(-c2ccsc2)cn1`?
hcGAS inh: 0; NPYLR7 ag: 1

Results for COc1cc(-c2noc(C(NCC(O)Cc3ccccc3)C(C)C)n2)cc(OC)c1OC (stereo not drawn) ?
hcGAS inh: -4; NPYLR7 ag: 12; mcGAS lum: -4

How did O=C(CN1CCOC1=O)N1CC[C@@H](c2ccc3c(c2)OCO3)[C@H](O)C1 do in these assays?
hcGAS inh: -3; NPYLR7 ag: 6; mcGAS lum: -10

Results for COc1cc(N2CCC(c3cccc(O)c3)CC2)ncn1 ?
hcGAS inh: -5; mcGAS lum: -16

What do the screens show for `CC(C)c1ccccc1OCC(=O)NNC(=O)c1cc2c(s1)CCC2`?
hcGAS inh: -4; NPYLR7 ag: 9

How did COc1ccc(OCCN2CCC(C(=O)NC(c3ccccc3)c3ccc4ccccc4n3)CC2)cc1 (stereo not drawn) do in these assays?
hcGAS inh: -3; NPYLR7 ag: 16; mcGAS lum: -3

How did COc1ncccc1CNC(=O)N1CCCc2cc(F)ccc21 do in these assays?
hcGAS inh: -2; NPYLR7 ag: 5

What do the screens show for `CCOCCOc1nc(-c2cccc(OC)c2)n(-c2ccc(NC(=O)Nc3ccc(F)cc3F)cc2)n1`?
hcGAS inh: -4; NPYLR7 ag: -6; mcGAS lum: -9

What do the screens show for `COCCCN1CC2=C(C1=O)C(c1cc(OC)cc(OC)c1)NC(=O)N2C` (stereo not drawn)?
hcGAS inh: 0; NPYLR7 ag: 18; mcGAS lum: -1

Results for Cc1c(-c2nnc(-c3ccco3)o2)nnn1-c1cccc(Cl)c1 ?
hcGAS inh: -13; NPYLR7 ag: 3; mcGAS lum: -10

Results for Cc1nn(C)c(C)c1/C=C/C(=O)NC(C)CN1CC(C)CC(C)C1 (stereo not drawn) ?
hcGAS inh: -4; NPYLR7 ag: 1

What do the screens show for `O=C(COCc1ccccc1)N1CCc2ccccc2C1c1ccc(Cl)cc1` (stereo not drawn)?
hcGAS inh: -6; NPYLR7 ag: 23; mcGAS lum: -7

What do the screens show for `C=CCn1c(SCC(=O)Nc2ccc(C(=O)OC)cc2)nc2scc(-c3ccco3)c2c1=O`?
hcGAS inh: -7; NPYLR7 ag: -3; mcGAS lum: -7

What do the screens show for `CC(C)CCn1c(N2CCC(C)CC2)nc2c1c(=O)n(C)c(=O)n2C`?
hcGAS inh: -7; mcGAS lum: -10
